# Source: PubChem BioAssay (National Center for Advancing Translational Sciences (NCATS))
# aSyn tox rescue: rescues yeast growth from alpha-synuclein toxicity; S. cerevisiae alpha-synuclein toxicity rescue, BacTiter-Glo growth, 24 h; Potency, µM (doses to about 46.1 µM), without a hit: at the highest dose growth rescue (activation), hits mostly activators; hit rate 0.02% among 94,000; active = well fitted activation curve with a large enough effect; inconclusive = small, poorly fitted or top-dose-only effect; also: 0% is about no effect
#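 Growth restoration measured by BacTiter-Glo luminescence after 24 hr at 30 deg C; alpha-synuclein yeast, raffinose-pregrown to mid-log, were added at OD600=0.02 in galactose medium onto pinned compounds.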
# An asterisk follows results filed as active; ? = inconclusive; & = joins results of further samples; [ ] = another dose, or the depositor's remark. Potency is read from the fitted curve at half-maximal effect. These rows are one share of the data; rates above refer to the full screens.
SMILES,aSyn tox rescue
COc1ccccc1CNC(=O)C1CCC(CNc2c(N3CCCCC3)c(=O)c2=O)CC1 (stereo unspecified),0%
Cc1oc(-c2ccccc2F)nc1CS(=O)(=O)CC(=O)N1CCCCCC1,-3%
Cc1cccn2c(=O)nc(SCC(=O)N3CCCCCC3)nc12,-8%
CCc1ccc(NC(=O)c2cnn(-c3ccccc3)c2C)cc1,-11%
Cc1cc(C)nc(NS(=O)(=O)c2ccc(NC(=O)COc3ccc(C(C)(C)C)cc3)cc2)n1,4%
Cc1ccc(S(=O)(=O)NCCc2ccncc2)cc1C,-7%
CCOc1ccc(CNC(=O)C2=Cc3cccc(OC)c3OC2)cc1,-46%[inhibitor]
COc1ccc(N(C(=O)CNC(=O)c2ccco2)C(C(=O)NC2CCCCC2)c2ccncc2)cc1 (stereo unspecified),12%
NS(=O)(=O)c1ccc(CCNC(=O)COC(=O)Cc2ccc(Cl)cc2)cc1,-2%
CCCCN(C)CCNC(=O)c1cc(-c2cccnc2)nc2ccc(S(=O)(=O)N3CCC(C)CC3)cc12,6%
COc1ccc(OC)c(NC(=O)c2cccc(NC(=O)c3ccco3)c2)c1,-6%
COc1cccc(CNC(=O)c2cnc3c(-c4ccc(F)cc4)c(C)nn3c2C)c1,-4%
Cc1ccccc1N(C(=O)c1snc(C(N)=O)c1N)C(C(=O)NC1CCCC1)c1ccco1 (stereo unspecified),9%
COC(=O)c1ccc(NC(=O)CC2C(=O)N(c3ccc(F)cc3)C(=O)N2Cc2ccc(OC)cc2)cc1 (stereo unspecified),0%
COc1ccc(-c2nnsc2N2C(=O)c3ccccc3C2=O)cc1,-1%
CCOC(=O)c1c(-c2ccc(C)o2)csc1NC(=O)CN1CCC(C(N)=O)CC1,2%
Cc1nn(-c2ccc(C(=O)O)cc2)c(C)c1Cl,6%
Cc1nc(-c2ccc(NC(=O)CC(C)C)cc2)cs1,-1%
CCOc1ccccc1NC(=O)C1CCN(S(=O)(=O)c2ccccc2)CC1,7%
N#CC1=C2SCN(C3CCCCC3)CN2C(=O)CC1c1c(F)cccc1Cl (stereo unspecified),-2%
CCC(C)n1c(=N)c(C(=O)NC2CCCCC2)cc2c(=O)n3cc(C)ccc3nc21 (stereo unspecified),-6%
O=C(O)CN1c2cccc3cccc(c23)S1(=O)=O,-13%
COc1ccccc1N(CC(=O)NC(C)(C)C)S(=O)(=O)c1cccs1,-3%
Cc1cc(O)c(CN2CCN(c3ccc(F)cc3)CC2)c2oc(=O)cc(C)c12,0%
O=C(NCCCN1CCN(c2cccc(Cl)c2)CC1)Nc1ccccc1C(F)(F)F,-2%
O=C(O)/C=C/C(=O)Nc1ccc(N2CCOCC2)nc1N1CCOCC1,-4%
CC(=O)c1cccc(NC(=O)c2sc(-n3nc(C)c(CCC(C)C)c3C)nc2C)c1,-6%
O=C(c1ccc(NS(=O)(=O)c2cccc([N+](=O)[O-])c2)cc1)N1CCCCCC1,-42%[inhibitor]
Cc1c(C=O)c2ccccn2c1C(=O)c1ccc(Cl)c([N+](=O)[O-])c1,1%
CN(C)CCNC(=O)c1ccc(CS(=O)(=O)c2ccc(Br)cc2)o1,2%
CCOc1ccc(-n2nnc3c(=O)n(CC(=O)Nc4cc(C)on4)cnc32)cc1,6%
O=C(c1cc(C2CC2)on1)N1CCN(c2ccccc2)CC1,4%
CCNc1nn2ccccc2c1/C=C(\C#N)C(=O)OCC,1%
Cn1c(/C(C#N)=C(\O)c2ccc([N+](=O)[O-])s2)nc2ccccc21,-1%
COc1ccc(NC(=O)c2c(C)oc3ccc(O)c(CN4CCCC4)c23)cc1Cl,1%
CCCC(=O)NCC1(N(C)C)CCCCC1,-14%
O=C(Nc1ccccc1C(=O)N1CCCCC1)c1ccco1,8%
CCOC(=O)c1ccc(N2CCN(c3cc(C)ccc3C)CC2)c(NC(=O)Nc2ccccc2)c1,7%
COCCNC(=O)c1ccc2c(c1)N=C(C)c1cc(C)ccc1S2,0%
CN(C)CCCn1c(-c2ccc(Cl)cc2)csc1=Nc1ccccc1,-8%
O=C(CSc1nc2[nH]ncc2c(=O)n1-c1ccc(Cl)c(Cl)c1)NCc1ccccc1Cl,5%
COc1ccc(NC(=O)c2cc3c(s2)-c2c(C)cccc2OC3)c(OC)c1,-35%[inhibitor]
Cn1c(COc2ccccc2)nnc1SCC(=O)NC1CCCC1,-3%
COc1cccc(N2CCN(S(=O)(=O)c3ccc(-c4ccno4)cc3OC)CC2)c1,1%
O=C(NCCCn1ccnc1)C1CCCN(S(=O)(=O)c2ccc(F)cc2)C1 (stereo unspecified),4%
COc1ccc(Br)cc1CNC(=O)CCC(=O)N1CCSc2ccccc21,-5%&3%
CCOC(=O)c1c(S(=O)(=O)N2CCCC(C(=O)Nc3ccc(OCC)cc3)C2)c(C)n(C)c1C (stereo unspecified),-7%
CCCN(C(=O)CCOc1ccc(C(C)(C)C)cc1)c1c(N)n(Cc2ccccc2)c(=O)[nH]c1=O,0%
C/C(=N/NC(=O)CNC(=O)c1ccccc1F)c1ccc2c(c1)CCCC2,12%
CCC(C)NC(=O)c1ccc2c(c1)N(Cc1cccc(Cl)c1)C(=O)c1ccccc1S2=O (stereo unspecified),1%
O=C(NCc1ccc(Cl)cc1)c1cnc(N2CCCCC2)c2ccccc12,?
CC(Oc1ccccc1)C(=O)Nc1nc(-c2ccccn2)cs1 (stereo unspecified),?
COc1ccc(C(=O)NCc2nnc(SCC(=O)Nc3ccc(C)cc3)n2-c2ccccc2)cc1,-11%
COc1ccc(OC)c(NC(=O)CSc2n[nH]c(-c3cccnc3)n2)c1,0%
CCN(Cc1ccccc1)S(=O)(=O)c1ccc2[nH]c3c(c2c1)CCCCC3,?
O=[N+]([O-])c1ccc(N2CCN(c3ccccc3Cl)CC2)cn1,0%
Cc1c(NS(=O)(=O)c2ccc(C(C)(C)C)cc2)c(=O)n(-c2ccccc2)n1C,4%
Cn1c(C(=O)NCc2ccccc2F)cc2cc(S(=O)(=O)N3CCCCC3)ccc21,5%
COC(=O)CSc1ccc2nnc(CCNS(=O)(=O)c3ccccc3)n2n1,0%
CCc1c(C)c2ccc(O)c(CN3CCN(c4ccc(OC)cc4)CC3)c2oc1=O,1%

# Remaining list, next part:
SMILES,aSyn tox rescue
COc1ccc(Br)cc1CNC(=O)CN1C(=O)c2cccnc2Oc2ccc(C)cc21,-6%
CCOCCCNC(=O)C(c1ccc(C)cc1)N(Cc1ccc2c(c1)OCO2)C(=O)c1ccccc1O (stereo unspecified),0%
CCOc1ccc(CNC(=O)c2cnc3sc(N4CCCCCC4)nn3c2=O)cc1OC,-6%
Cc1ccc(S(=O)(=O)c2c(Nc3cccc(Cl)c3)sc(C(=O)c3ccc4c(c3)OCO4)c2N)cc1,-5%
Cc1ccc(C)c(N2CCN(C(=O)c3cc(S(=O)(=O)N4CCCC4)c[nH]3)CC2)c1,-7%
Cc1ccc(/C=C/C(=O)OC(C)C(=O)NC2CCCCC2C)o1 (stereo unspecified),1%
CN(C)S(=O)(=O)c1cccc(NC(=O)c2ccc3nccnc3c2)c1,7%
CCOc1ccc(CCNC(=O)Cn2nc(CC)n3c(cc4sc(CC)cc43)c2=O)cc1OCC,-10%
CCOc1cccc(CNC(=O)c2ccc(N3CCCC3)c(NC(=O)Nc3ccccc3CC)c2)c1,7%
CCn1cc(C(=O)NCCc2ccc(C)cc2)c(=O)c2cc(S(=O)(=O)N3CCCCC3)ccc21,-13%
Cc1ccc(Cl)cc1N1CCN(C(=O)c2ccc(CS(=O)c3ccccc3)o2)CC1 (stereo unspecified),15%
COC(=O)Cn1c(=NC(=O)CSCC(=O)Nc2cc(C)on2)sc2ccccc21,-6%
COc1ccc(C(C)=O)cc1CON=C1CSCc2ccccc21,1%
CCc1ccc(-n2c(=O)c3c(C)c(C(=O)N(C)C)sc3n(CC(=O)Nc3cc(Cl)ccc3C)c2=O)cc1,-16%
O=C(Nc1cc(NC(=O)c2ccccc2Cl)ccc1Cl)c1ccccc1,-9%
Cc1cc(-c2ccc(C)c(S(=O)(=O)N3CCCC(C)C3)c2)on1 (stereo unspecified),-9%
CC(C)[C@H](NC(N)=O)C(=O)Nc1ccc(Oc2ccccc2)cc1,-1%
CS(=O)(=O)c1sc(C#N)c2c1C(=O)CC(c1ccccc1)C2 (stereo unspecified),-8%
CCN(CC)c1ccc(-n2nc3cc(C)c(NC(=O)c4ccccc4C)cc3n2)c(C)c1,-7%
COC(=O)c1cc(-c2ccc(Cl)cc2)c2c(=O)[nH]c(=O)n(C)c2n1,10%
CCCn1c2ccccc2c2cnn(CC(=O)Nc3cccc(C(=O)OCC)c3)c(=O)c21,-15%
COc1ccc(OC)c(NC(=O)CCOc2cccc(C)c2)c1,-1%
CCCC1CC(C)(c2csc(Nc3ccc(OCC)cc3)n2)OC1=O (stereo unspecified),12%
CC(C)(C)Nc1nc(Cl)nc(NCc2ccccc2)n1,11%
Cc1ccc2nc(C)cc(C(=O)OCC(=O)Nc3c(C)n(C)n(-c4ccccc4)c3=O)c2c1,7%
O=C(CN(Cc1ccc(F)cc1)C(=O)CCC(=O)Nc1ccccn1)NCCc1ccccc1,0%
CC(=O)c1c(C)[nH]c(C(=O)NCc2ccccc2F)c1C,2%
Nc1nc(N)c(S(=O)(=O)c2ccccc2)c(Nc2ccc(Br)cc2)n1,-5%
Cc1cnc(C(=O)N(CC(C)C)c2c(N)n(CC(C)C)c(=O)[nH]c2=O)cn1,-17%
Cc1c(C)n2c(SCC(=O)N3CCCCCC3)nnc2[nH]c1=O,-12%
COc1ccc(-n2nc(C(=O)NCCc3ccc(OC)c(OC)c3)c3c4ccccc4n(C)c3c2=O)cc1Cl,2%
Cc1ccc(NC(=O)CSc2ccc(C(N)=O)cc2[N+](=O)[O-])cc1C,1%
Cc1ccc(C)c(CN2CCC(CNC(=O)Nc3cccc(Cl)c3C)CC2)c1,2%
CCC(Sc1nc2ccccc2c2nc(CCc3c(C)n[nH]c3C)nn12)C(=O)Nc1ccc(OC)cc1 (stereo unspecified),0%
CCc1ccc(OCC(=O)N2CC(C(N)=O)Oc3ccccc32)cc1 (stereo unspecified),9%
O=c1c2c3c(sc2nnn1CCCCOc1ccc(Cl)cc1)CCCC3,-6%
COC(=O)c1sccc1NC(=O)CC1C(=O)NCCN1C(=O)Nc1ccc(F)cc1F (stereo unspecified),-2%
CC(C)c1ccc(NC(=O)CSc2nc(=O)n(Cc3cccnc3)c3c2CCC3)cc1,-7%
Cc1ccc(-n2cnc3cc(C(=O)NCCC4=CCCCC4)ccc32)c(C)c1,1%
O=C(CN1C(=O)COc2ccc(S(=O)(=O)N3CCOCC3)cc21)N1CCN(c2ccc(Cl)cc2)CC1,6%
O=C(Cn1c(=O)c2cccn2c2ccc(F)cc21)N1CCN(c2ccc(F)cc2)CC1,-11%
Cc1cccc(C)c1NC(=O)C(C)Sc1n[nH]c(-c2ccncc2)n1 (stereo unspecified),-9%
Cc1cccc(C)c1NC(=O)CNC(=O)c1ccc2nc[nH]c2c1,6%
COc1ccc(Br)c(C(=O)Nc2cc3c(cc2N2CCCC2)n(C)c(=O)c(=O)n3C)c1,4%
COCC(=O)Nc1ccc2c(c1)[C@@H]1C[C@H](CC(=O)NCc3cccc(F)c3)O[C@@H](CO)[C@@H]1O2,-2%
COc1ccc(-n2nc3ccc(NC(=O)c4ccc(C#N)cc4F)cc3n2)cc1Cl,6%
CCOCC(=O)N1CCC(Cc2ccccc2)CC1,-5%
Cc1cccc(OCC(=O)NCCc2nc3ccccc3[nH]2)c1C,-2%
Cc1ccc(C)c(NC(=O)c2cnc(N3CCCC3)nc2C)c1,7%
O=C(NCC1CCN(Cc2ccccc2F)CC1)Nc1ccc(F)c(Cl)c1,-4%
COc1ccc(S(=O)(=O)N2CCCN(C)CC2)cc1,-4%
CCCCc1nn2c(=O)cc(COC(=O)c3ccc(NC(=O)c4ccccc4C)cc3)nc2s1,-14%
O=c1c2cc(Cl)ccc2[nH]c(=S)n1Cc1ccccn1,-10%
COc1ccc(CCNC(=O)CCCn2c(=O)c3ccccc3n(CC(=O)Nc3c(C)cc(C)cc3C)c2=O)cc1OC,5%

# In the list so far, 3 contain a COOH group:
SMILES,aSyn tox rescue
Cc1nn(-c2ccc(C(=O)O)cc2)c(C)c1Cl,6%
O=C(O)CN1c2cccc3cccc(c23)S1(=O)=O,-13%
O=C(O)/C=C/C(=O)Nc1ccc(N2CCOCC2)nc1N1CCOCC1,-4%

# By substructure, those above with fluorine
SMILES,aSyn tox rescue
Cc1oc(-c2ccccc2F)nc1CS(=O)(=O)CC(=O)N1CCCCCC1,-3%
COc1cccc(CNC(=O)c2cnc3c(-c4ccc(F)cc4)c(C)nn3c2C)c1,-4%
COC(=O)c1ccc(NC(=O)CC2C(=O)N(c3ccc(F)cc3)C(=O)N2Cc2ccc(OC)cc2)cc1 (stereo unspecified),0%
N#CC1=C2SCN(C3CCCCC3)CN2C(=O)CC1c1c(F)cccc1Cl (stereo unspecified),-2%
Cc1cc(O)c(CN2CCN(c3ccc(F)cc3)CC2)c2oc(=O)cc(C)c12,0%
O=C(NCCCN1CCN(c2cccc(Cl)c2)CC1)Nc1ccccc1C(F)(F)F,-2%
O=C(NCCCn1ccnc1)C1CCCN(S(=O)(=O)c2ccc(F)cc2)C1 (stereo unspecified),4%
C/C(=N/NC(=O)CNC(=O)c1ccccc1F)c1ccc2c(c1)CCCC2,12%
Cn1c(C(=O)NCc2ccccc2F)cc2cc(S(=O)(=O)N3CCCCC3)ccc21,5%
O=C(CN(Cc1ccc(F)cc1)C(=O)CCC(=O)Nc1ccccn1)NCCc1ccccc1,0%
CC(=O)c1c(C)[nH]c(C(=O)NCc2ccccc2F)c1C,2%
COC(=O)c1sccc1NC(=O)CC1C(=O)NCCN1C(=O)Nc1ccc(F)cc1F (stereo unspecified),-2%
O=C(Cn1c(=O)c2cccn2c2ccc(F)cc21)N1CCN(c2ccc(F)cc2)CC1,-11%
COCC(=O)Nc1ccc2c(c1)[C@@H]1C[C@H](CC(=O)NCc3cccc(F)c3)O[C@@H](CO)[C@@H]1O2,-2%
COc1ccc(-n2nc3ccc(NC(=O)c4ccc(C#N)cc4F)cc3n2)cc1Cl,6%
O=C(NCC1CCN(Cc2ccccc2F)CC1)Nc1ccc(F)c(Cl)c1,-4%
